Bioassay records from PubChem.
NSD2 block = blocks human NSD2 histone methyltransferase activity. NSD2-SET H3K36me1 DELFIA fluorescence, biochemical. inhibition, % at 12.5 µM. AID 624260. hit rate 0.07% among 44,000. O96028; in the data active means inhibition above about 54%, passing the limit was not always enough;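 further: inhibitors reduce the monomethyl H3K36 fluorescence signal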
Target sequence (O96028 whole entry, looked up): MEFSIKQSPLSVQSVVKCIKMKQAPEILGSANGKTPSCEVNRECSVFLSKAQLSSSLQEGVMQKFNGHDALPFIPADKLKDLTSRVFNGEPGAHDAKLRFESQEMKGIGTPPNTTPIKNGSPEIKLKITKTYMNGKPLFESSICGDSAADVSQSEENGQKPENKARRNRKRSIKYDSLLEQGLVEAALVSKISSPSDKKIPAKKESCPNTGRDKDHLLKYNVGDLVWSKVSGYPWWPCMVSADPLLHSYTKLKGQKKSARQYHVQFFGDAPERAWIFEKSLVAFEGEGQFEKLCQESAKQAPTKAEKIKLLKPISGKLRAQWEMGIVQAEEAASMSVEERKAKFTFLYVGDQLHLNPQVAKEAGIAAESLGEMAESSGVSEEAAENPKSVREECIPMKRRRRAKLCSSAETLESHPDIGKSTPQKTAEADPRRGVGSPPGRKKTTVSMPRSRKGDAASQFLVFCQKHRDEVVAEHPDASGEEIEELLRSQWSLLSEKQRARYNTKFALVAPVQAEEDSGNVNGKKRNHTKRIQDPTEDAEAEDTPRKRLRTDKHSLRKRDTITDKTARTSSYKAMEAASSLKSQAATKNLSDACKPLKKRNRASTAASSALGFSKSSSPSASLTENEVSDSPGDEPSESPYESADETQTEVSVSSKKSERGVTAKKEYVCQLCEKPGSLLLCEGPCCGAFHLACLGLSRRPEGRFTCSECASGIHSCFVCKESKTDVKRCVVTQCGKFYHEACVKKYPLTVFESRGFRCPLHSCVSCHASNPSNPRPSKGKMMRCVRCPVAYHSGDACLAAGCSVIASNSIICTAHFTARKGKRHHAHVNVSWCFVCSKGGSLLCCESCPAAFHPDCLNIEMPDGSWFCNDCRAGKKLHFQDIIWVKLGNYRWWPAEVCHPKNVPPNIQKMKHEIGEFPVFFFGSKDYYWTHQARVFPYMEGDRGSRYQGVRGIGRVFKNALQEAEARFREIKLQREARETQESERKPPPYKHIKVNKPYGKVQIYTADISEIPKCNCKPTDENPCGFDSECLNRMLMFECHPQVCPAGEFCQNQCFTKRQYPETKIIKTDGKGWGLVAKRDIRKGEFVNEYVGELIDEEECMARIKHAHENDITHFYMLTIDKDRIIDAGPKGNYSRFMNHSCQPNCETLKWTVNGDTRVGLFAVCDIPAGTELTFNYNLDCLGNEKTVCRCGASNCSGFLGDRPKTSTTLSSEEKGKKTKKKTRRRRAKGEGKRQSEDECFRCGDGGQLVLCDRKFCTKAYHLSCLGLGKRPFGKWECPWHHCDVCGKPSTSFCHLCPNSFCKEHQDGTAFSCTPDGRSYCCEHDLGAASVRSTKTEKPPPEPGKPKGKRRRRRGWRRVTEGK
An asterisk follows results filed as active; & = joins results of further samples. This is a subset; count on the stated rates, not on these rows.

SMILES	NSD2 block
C[C@H]1CN([C@@H](C)CO)C(=O)c2cc(NS(=O)(=O)c3ccc(F)cc3)ccc2O[C@H]1CN(C)Cc1ccccc1	3
C[C@H]1CN([C@@H](C)CO)C(=O)c2cc(C#Cc3ccccn3)cnc2O[C@H]1CN(C)Cc1cccnc1	0
CC(C)NC(=O)Nc1ccc2c(c1)C(=O)N([C@@H](C)CO)C[C@@H](C)[C@H](CN(C)S(=O)(=O)c1ccc(Cl)cc1)OCCCC[C@@H](C)O2	7
C[C@@H]1CN([C@@H](C)CO)C(=O)c2cccc(NC(=O)C3CCOCC3)c2O[C@@H]1CN(C)S(=O)(=O)c1ccc(F)cc1	5
C[C@H]1CN([C@@H](C)CO)S(=O)(=O)c2ccc(C#Cc3ccncc3)cc2O[C@@H]1CN(C)C(=O)C1CCOCC1	3
C[C@H](O)C#Cc1ccc2c(c1)O[C@@H](CN(C)Cc1ccncc1)[C@H](C)CN([C@H](C)CO)S2(=O)=O	-2
CN1CCN(C(=O)C[C@H]2C[C@H]3c4cc(NC(=O)CC5CC5)ccc4O[C@H]3[C@H](CO)O2)CC1	1
C[C@@H]1CN([C@H](C)CO)S(=O)(=O)c2ccc(C#C[C@@H](C)O)cc2O[C@@H]1CN(C)C(=O)C1CCC1	-13
CN(C)C(=O)C[C@H]1C=C[C@@H](NC(=O)c2ccc(F)cc2)[C@H](CO)O1	4
C[C@H](CO)N1C[C@H](C)[C@@H](CN(C)Cc2cncnc2)Oc2cc(-c3ccccc3F)ccc2S1(=O)=O	2
C[C@@H]1CN([C@@H](C)CO)C(=O)c2cccc(NC(=O)Nc3ccc(C(F)(F)F)cc3)c2O[C@H]1CN(C)Cc1ccc(C(=O)O)cc1	9
C[C@@H]1CCCCO[C@H](CN(C)C(=O)Cc2ccccc2)[C@H](C)CN([C@@H](C)CO)C(=O)c2cc(NS(=O)(=O)c3cccs3)ccc2O1	4
C[C@H](CO)N1C[C@H](C)[C@H](CN(C)S(C)(=O)=O)Oc2ncc(-c3cccc(F)c3)cc2C1=O	0&5
C[C@@H]1CN([C@@H](C)CO)C(=O)c2cc(NS(=O)(=O)c3ccccc3)ccc2O[C@@H](C)CCCCO[C@H]1CN(C)C(=O)CCC(F)(F)F	31
C[C@H]1CN([C@@H](C)CO)C(=O)c2cc(NC(=O)C3CCCCC3)ccc2O[C@H]1CN(C)S(=O)(=O)c1ccc(F)cc1	7
COc1ccc(NC(=O)N(C)C[C@@H]2Oc3cc(-c4cccc(C(=O)N(C)C)c4)ccc3S(=O)(=O)N([C@@H](C)CO)C[C@H]2C)cc1	1
COc1cc(Br)cc(/C=N/NC(=O)CCCCCC(=O)Nc2ccccc2O)c1O	-3
CC1=C[C@H](O)[C@H]2C(C)(C)CCC[C@]2(C)[C@@]1(O)CO	-1
O=C(NC1CCCCC1)N[C@H]1CC[C@H](CC(=O)N2CCOCC2)O[C@H]1CO	2
CNC[C@@H]1Oc2c(NC(=O)c3ccc(-c4nccs4)cc3)cccc2C(=O)N([C@@H](C)CO)C[C@@H]1C	-1
Cc1noc(C)c1S(=O)(=O)Nc1ccc2c(c1)CC(=O)N([C@H](C)CO)C[C@@H](C)[C@H](CN(C)C(=O)Nc1ccc(F)cc1)O2	-3
Cc1ccc(S(=O)(=O)N(C)C[C@H]2Oc3ccc(NS(=O)(=O)c4ccccc4)cc3CC(=O)N([C@@H](C)CO)C[C@H]2C)cc1	-3
CC(C)NC(=O)Nc1ccc2c(c1)C(=O)N([C@H](C)CO)C[C@@H](C)[C@H](CN(C)C(=O)c1ccccc1)OCCCC[C@H](C)O2	0
C[C@H]1CN([C@@H](C)CO)C(=O)c2ccccc2-c2ccccc2CO[C@@H]1CN(C)C(=O)Nc1ccccc1	-4
C[C@@H]1CCCCO[C@H](CN(C)C(=O)Nc2cccc3ccccc23)[C@H](C)CN([C@@H](C)CO)C(=O)c2cc(NS(C)(=O)=O)ccc2O1	-1
COc1ccc(S(=O)(=O)N(C)C[C@H]2OCc3cn(nn3)CCCC(=O)N([C@H](C)CO)C[C@@H]2C)cc1	5
C[C@H](CO)N1C[C@H](C)[C@@H](CN(C)C(=O)C2CCCCC2)OCCCC[C@H](C)Oc2ccc(NS(=O)(=O)c3ccc(F)cc3)cc2C1=O	-4
CC(C)NC(=O)N(C)C[C@@H]1Oc2cc(C#CC3CC3)ccc2S(=O)(=O)N([C@@H](C)CO)C[C@H]1C	-2
COc1ccc(S(=O)(=O)N(C)C[C@@H]2Oc3ccc(NS(C)(=O)=O)cc3C(=O)N([C@H](C)CO)C[C@@H]2C)cc1	-1
C[C@H](CO)N1C[C@H](C)[C@H](CN(C)C)Oc2ncc(C#CCN(C)C)cc2C1=O	11
CC(C)NC(=O)Nc1ccc2c(c1)C(=O)N([C@H](C)CO)C[C@@H](C)[C@@H](CN(C)S(=O)(=O)c1cccs1)OCCCC[C@@H](C)O2	-1
COc1ccc(S(=O)(=O)Nc2cccc3c2O[C@H](CN(C)C(=O)NC2CCCCC2)[C@H](C)CN([C@@H](C)CO)C3=O)cc1	-272
C[C@@H](NC(=O)C[C@@H]1C[C@@H]2c3cc(NC(=O)Nc4ccccc4F)ccc3O[C@@H]2[C@@H](CO)O1)c1ccccc1	5
C[C@H]1CN([C@@H](C)CO)C(=O)Cc2cc(NC(=O)Nc3ccc(F)cc3)ccc2O[C@@H]1CN(C)Cc1ccc(C(=O)Nc2ccccc2N)cc1	-11
COc1cc(CO)cc(I)c1O[C@H]1C=C(C(=O)NCCO)C[C@@H](NCc2ccccc2F)[C@@H]1O	-2
O=C(N/N=C/c1cc(Br)cc(Br)c1O)c1ccccc1O	9
C[C@H]1CN([C@@H](C)CO)C(=O)Cc2cc(NS(=O)(=O)c3ccccc3)ccc2O[C@H]1CN(C)C(=O)NC1CCCCC1	-2
C=CCN1C(=O)[C@@]2(Cc3ccccc3)N=C(c3ccc(OCCCO)cc3)O[C@H]2c2ccccc21	-3
CNC[C@@H]1Oc2cc(-c3ccccc3OC)ccc2S(=O)(=O)N([C@H](C)CO)C[C@H]1C	-3
Cc1noc(C)c1S(=O)(=O)Nc1cccc2c1O[C@@H](CN(C)Cc1ccc(C(=O)Nc3ccccc3N)cc1)[C@@H](C)CN([C@H](C)CO)C2=O	0
C[C@@H]1CN([C@@H](C)CO)C(=O)c2cccc(NC(=O)NC3CCCCC3)c2O[C@@H]1CN(C)S(=O)(=O)c1ccc(F)cc1	-3
COc1ccc(S(=O)(=O)Nc2ccc3c(c2)C(=O)N([C@H](C)CO)C[C@H](C)[C@H](CN(C)C(=O)Nc2c(C)noc2C)O3)cc1	4
C[C@H]1CN([C@@H](C)CO)S(=O)(=O)c2ccc(C#CC3(O)CCCC3)cc2O[C@@H]1CN(C)C(=O)c1ccncc1	-1
CC(C)OC(=O)N(C)C[C@@H]1OCc2cnnn2CCCC(=O)N([C@H](C)CO)C[C@@H]1C	2
OC(c1ccccc1)C1CCN(CCc2ccccc2)CC1 (stereo not given)	7
OCc1cc(C(O)CNCCCCCCOCCCCc2ccccc2)ccc1O (stereo not given)	2
CC(C)CC#Cc1ccc2c(c1)O[C@H](CN(C)Cc1ccccc1F)[C@@H](C)CN([C@H](C)CO)S2(=O)=O	8
COc1ccccc1CNC(=O)C[C@H]1C[C@@H]2c3cc(NC(=O)C4CCC4)ccc3O[C@@H]2[C@@H](CO)O1	2
COc1cccc(S(=O)(=O)N[C@H]2C=C[C@@H](CC(=O)NC3Cc4ccccc4C3)O[C@@H]2CO)c1	-1
Cc1ccc(S(=O)(=O)Nc2ccc3c(c2)C(=O)N([C@@H](C)CO)C[C@H](C)[C@H](CN(C)Cc2ccccc2)OCCCC[C@@H](C)O3)cc1	-10
CC(C)C#Cc1cnc2c(c1)C(=O)N([C@@H](C)CO)C[C@@H](C)[C@H](CN(C)C(=O)C1CCC1)O2	-2
C[C@@H]1CN([C@@H](C)CO)C(=O)c2cc(NS(=O)(=O)c3ccc(Cl)cc3)ccc2O[C@@H]1CN(C)CC1CC1	2
Cc1noc(C)c1S(=O)(=O)Nc1ccc2c(c1)C(=O)N([C@H](C)CO)C[C@@H](C)[C@@H](CN(C)C(=O)CCC(F)(F)F)OCCCC[C@@H](C)O2	3
C[C@H]1CCCCO[C@H](CN(C)C(=O)C2CCCCC2)[C@@H](C)CN([C@@H](C)CO)C(=O)c2cc(NC(=O)NC3CCCCC3)ccc2O1	-4
C[C@H](CO)N1C[C@H](C)[C@H](CN(C)C)Oc2cc(-c3ccccc3)ccc2S1(=O)=O	2
COc1ccc(NC(=O)c2ccc(-c3ccc(-c4noc(C)n4)cc3C)cc2)cc1N1CCN(C)CC1	25
C[C@@H]1CN([C@@H](C)CO)S(=O)(=O)c2ccc(C#CC3CC3)cc2O[C@@H]1CN(C)C(=O)c1cccnc1	1
COc1ccc(S(=O)(=O)N(C)C[C@H]2OCCCC[C@H](C)Oc3ccc(NC(=O)NC4CCCCC4)cc3C(=O)N([C@H](C)CO)C[C@@H]2C)cc1	2
COc1ccc(S(=O)(=O)Nc2ccc3c(c2)C(=O)N([C@H](C)CO)C[C@H](C)[C@@H](CN(C)C)O3)cc1	9
C[C@H]1CN([C@@H](C)CO)C(=O)c2cccc(NC(=O)Nc3ccc4c(c3)OCO4)c2O[C@@H]1CN(C)CC1CC1	4
(further entries)
SMILES	NSD2 block
CC(C)CN1C(=O)[C@@]2(c3ccc([N+](=O)[O-])cc3)CC(=O)N(CC3C4CC5CC(C4)CC3C5)[C@@H]2c2ccc(CO)cc21 (stereo not given in full)	13
COC(=O)CCCCCCC(=O)N/N=C/c1nccs1	0
C[C@@H]1CN([C@H](C)CO)C(=O)c2cccc(NS(=O)(=O)c3ccccc3)c2O[C@@H]1CN(C)Cc1ccc(C(=O)O)cc1	-1
COc1ccc(CN(C)C[C@@H]2OCCCC[C@@H](C)Oc3ccc(NS(=O)(=O)c4cn(C)cn4)cc3C(=O)N([C@@H](C)CO)C[C@H]2C)cc1	1
O=C(NCc1nc2ccccc2[nH]1)C1=C[C@H](c2ccc(Br)cc2)C[C@H](OCCCCO)O1	-1
C[C@@H]1CN([C@@H](C)CO)C(=O)Cc2cc(NC(=O)Cn3cnnn3)ccc2O[C@H]1CN(C)Cc1ccc(Cl)c(Cl)c1	-9
C[C@@H]1CN([C@H](C)CO)C(=O)c2cc(C#CCN(C)C)cnc2O[C@@H]1CN(C)C(=O)Cc1ccncc1	4
Cc1ccc(S(=O)(=O)Nc2cccc3c2O[C@@H](CN(C)CC2CC2)[C@@H](C)CN([C@H](C)CO)C3=O)cc1	-2
CNC[C@H]1Oc2c(NC(=O)NC(C)C)cccc2C(=O)N([C@H](C)CO)C[C@@H]1C	2
C[C@@H]1CN([C@@H](C)CO)C(=O)c2cccc(NC(=O)c3ccc(-c4nccs4)cc3)c2O[C@@H]1CN(C)Cc1ccc(-c2ccccc2)cc1	11
CC(C)C#Cc1cnc2c(c1)C(=O)N([C@@H](C)CO)C[C@H](C)[C@H](CN(C)C(=O)c1cccnc1)O2	-1
O=C(C[C@H]1C[C@@H]2c3cc(NC(=O)c4cccnc4)ccc3O[C@@H]2[C@@H](CO)O1)NCc1ccccc1F	-1
COc1ccc(S(=O)(=O)Nc2ccc3c(c2)C(=O)N([C@H](C)CO)C[C@H](C)[C@@H](CN(C)S(=O)(=O)c2ccc(OC)cc2)O3)cc1	5
O=C(N[C@@H]1CC[C@H](CC(=O)N2CCc3ccccc3C2)O[C@@H]1CO)C1CCC1	2
O=C(O)CCCCCC(=O)N/N=C/c1ccccc1Cl	-1
C[C@@H]1CN([C@H](C)CO)C(=O)c2cccc(NC(=O)c3nc4ccccc4s3)c2O[C@@H]1CN(C)Cc1ccc(-c2ccccc2)cc1	1
C[C@H](CO)N1C[C@H](C)[C@@H](CN(C)C(=O)Nc2ccccc2)Oc2ncc(-c3cccnc3)cc2C1=O	0
COc1ccc(S(=O)(=O)Nc2ccc3c(c2)C(=O)N([C@@H](C)CO)C[C@H](C)[C@H](CN(C)C(=O)Nc2ccc(C(F)(F)F)cc2)O3)cc1	0
C[C@@H]1CN([C@H](C)CO)C(=O)c2cc(NS(=O)(=O)c3cccs3)ccc2O[C@H]1CN(C)CC1CC1	-1
CNC[C@@H]1Oc2ccc(NS(=O)(=O)c3ccc(Cl)cc3)cc2C(=O)N([C@H](C)CO)C[C@@H]1C	6

Reformatted: entries from further up.
| smiles | NSD2 block |
| --- | --- |
| C[C@@H]1CN([C@H](C)CO)C(=O)c2cc(C#CCN(C)C)cnc2O[C@@H]1CN(C)C(=O)Cc1ccncc1 | 4 |
| Cc1ccc(S(=O)(=O)Nc2cccc3c2O[C@@H](CN(C)CC2CC2)[C@@H](C)CN([C@H](C)CO)C3=O)cc1 | -2 |
| CNC[C@H]1Oc2c(NC(=O)NC(C)C)cccc2C(=O)N([C@H](C)CO)C[C@@H]1C | 2 |
| C[C@@H]1CN([C@@H](C)CO)C(=O)c2cccc(NC(=O)c3ccc(-c4nccs4)cc3)c2O[C@@H]1CN(C)Cc1ccc(-c2ccccc2)cc1 | 11 |
| CC(C)C#Cc1cnc2c(c1)C(=O)N([C@@H](C)CO)C[C@H](C)[C@H](CN(C)C(=O)c1cccnc1)O2 | -1 |
| O=C(C[C@H]1C[C@@H]2c3cc(NC(=O)c4cccnc4)ccc3O[C@@H]2[C@@H](CO)O1)NCc1ccccc1F | -1 |
| COc1ccc(S(=O)(=O)Nc2ccc3c(c2)C(=O)N([C@H](C)CO)C[C@H](C)[C@@H](CN(C)S(=O)(=O)c2ccc(OC)cc2)O3)cc1 | 5 |
| O=C(N[C@@H]1CC[C@H](CC(=O)N2CCc3ccccc3C2)O[C@@H]1CO)C1CCC1 | 2 |
| O=C(O)CCCCCC(=O)N/N=C/c1ccccc1Cl | -1 |
| C[C@@H]1CN([C@H](C)CO)C(=O)c2cccc(NC(=O)c3nc4ccccc4s3)c2O[C@@H]1CN(C)Cc1ccc(-c2ccccc2)cc1 | 1 |
| C[C@H](CO)N1C[C@H](C)[C@@H](CN(C)C(=O)Nc2ccccc2)Oc2ncc(-c3cccnc3)cc2C1=O | 0 |
| COc1ccc(S(=O)(=O)Nc2ccc3c(c2)C(=O)N([C@@H](C)CO)C[C@H](C)[C@H](CN(C)C(=O)Nc2ccc(C(F)(F)F)cc2)O3)cc1 | 0 |
| C[C@@H]1CN([C@H](C)CO)C(=O)c2cc(NS(=O)(=O)c3cccs3)ccc2O[C@H]1CN(C)CC1CC1 | -1 |
| CNC[C@@H]1Oc2ccc(NS(=O)(=O)c3ccc(Cl)cc3)cc2C(=O)N([C@H](C)CO)C[C@@H]1C | 6 |
